# Compound activity (PubChem)
# Peg3 imprint = inducers of genomic imprint erasure in mouse ES cells | Potency, µM (top dose mostly 60.7 µM), for inactives: at the top dose activity change, positive = activation, hits mostly activators | 110,000 tested, 0.02% active | mouse ES Peg3-LacZ reporter, beta-gal luminescence, 40 h | AID 1948;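 note: 0% = negative control wells on the plate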
#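 Readout: BetaGlo luminescence (5 min, room temp) for LacZ from the normally silent maternal Peg3 allele in female Peg3LacZ-Neo ES cells. Cells 300/well, 40 h, 37C, 5% CO2. Data normalized per plate to negative controls.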
# p53ts 32C kill = cytotoxicity in p53ts cells at permissive temperature; H1299-p53A138V at 32C, ATP luminescence viability, 24 h; AID 924; Potency, µM (titrated, usually from 46.1 µM), for inactives: top-dose activity change, negative = cytotoxicity, hits mostly cytotoxic; 130,000 tested, 0.93% active;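 note: 0% = DMSO and -100% = full killing by reference compound; nearly all actives have a fitted effect of over 55% in size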
#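 Viability by ATPlite luminescence after 24 h compound treatment (up to 46 uM) at the permissive 32C. Cells are H1299 carrying p53 A138V. Scale runs from DMSO basal to 100 uM tamoxifen as full kill; AC50 from Hill fits.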
# p53ts 39C kill = cytotoxicity in p53ts cells at nonpermissive temperature; H1299-p53A138V viability at 39C, ATP luminescence, 24 h; 130,000 tested, 1.5% active; Potency, µM (titrated, usually from 46.1 µM), for inactives: at the highest dose activity change, negative = cell killing, actives largely listed as cytotoxic; note: nearly all actives have a fitted effect of over 55% in size
# IkB signaling = suppresses IkB signaling in ABC-DLBCL reporter cells | ABC-DLBCL IkBa-CBG/CBR dual luciferase ratio, 4 h; response scale: scaled: untreated 0%, proteasome inhibitor 100% | Potency, µM (doses to about 57.1 µM), for inactives: top-dose IkBa stabilization activation | 110,000 tested, 0.04% active | AID 445; active = well fitted curve in the direction sought with a large enough effect in the signal ratio, not every such curve was filed as active; inconclusive = small, poorly fitted or top-dose-only effect, or a change in a side signal; the % refers to the signal ratio;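 note: the direction sought is a rising ratio; 0% = basal untreated cells and 100% = reference inhibitor full response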
#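 Luminescence ratio of IκBα-fused green versus native red beetle luciferase in OCI-Ly3 cells, 4 h post-doxycycline with compound; red signal alone, scaled from basal (0%) to zero light (-100%), flagged nonspecific or cytotoxic effects.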
# Starred values were filed as active, the others as inactive; ? = inconclusive; · = not tested or not shown; [ ] = dose if it differs, or a comment. Unless noted, calls come from the whole dose curve; as a rule, active = well fitted curve in the direction sought with a large enough effect; inconclusive = small, poorly fitted or top-dose-only effect, or another doubt; inactive = no such curve, though single readings can be large; an effect the other way counts as inactive or inconclusive. Unless noted, % is set by controls: 0 for no effect and ±100 for the full control effect; potency is the fitted concentration of half-maximal effect.
# Keys: A = Peg3 imprint; B = p53ts 32C kill; C = p53ts 39C kill; D = IkB signaling
> O=S(=O)(c1ccc(Cl)cc1)c1nnn2c1nc(N1CCCCC1)c1sccc12
  A: -12.7%[10.9 µM]	B: 11.6%	C: 6.9%	D: 1.7%
> CC(C)C1N=C2c3ccccc3N=C(SCC(=O)NCc3ccc(F)cc3)N2C1=O (stereo not drawn)
  A: -9.2%[10.9 µM]	B: 3.6%	C: 8.7%	D: -0.6%
> COc1ccc(NC(=O)c2cc(S(=O)(=O)N3CCCCCC3)cn2C)cc1Cl
  A: -8.2%[10.9 µM]	B: 3.3%	C: -13.6%	D: ?
> O=C(NNS(=O)(=O)c1cccc(Cl)c1Cl)c1cccc(S(=O)(=O)N2CCOCC2)c1
  A: ·	B: 17.3%	C: -1.7%	D: ·
> CCC(C)(C)NC(=O)C(c1ccc(OC)cc1)N(Cc1ccco1)C(=O)CCC(=O)Nc1cc(C)on1 (stereo not drawn)
  A: ·	B: -2.6%	C: -6.9%	D: ·
> COc1ccccc1N1C(=O)CC(Sc2ncccc2C(=O)O)C1=O (stereo not drawn)
  A: 0.2%	B: 12.3%	C: 6.2%	D: -0.5%
> CC(C)OC(=O)CSc1nc(N)c(C#N)c(-c2cccs2)c1C#N
  A: -19.1%	B: -9.7%	C: -3.9%	D: 6.3%
> CCc1ccccc1NC(=O)C(=O)NCCc1sc(-c2cccc(F)c2)nc1C
  A: -5.6%[10.9 µM]	B: -4.7%	C: -19.2%	D: 0.7%
> COc1ccc(C)cc1NC(=O)Nc1cc(C(=O)NCc2ccc(C)cc2)ccc1N1CCCC1
  A: -6.9%[10.9 µM]	B: -5.7%	C: ?	D: ?
> CCOc1ccc(Nc2nc(C)c(NC(=O)c3cccc(OC)c3)c(Nc3ccc(OCC)cc3)n2)cc1
  A: -18.4%[10.9 µM]	B: 8.3%	C: -2.8%	D: ?
> CCCC(=O)Nc1nc(-c2ccc3c(c2)OCCO3)cs1
  A: -14.5%	B: -14.0%	C: 24.5%	D: 2.1%
> CCOc1ccccc1CNC(=O)c1ccc2nc(Cc3ccc(OC)cc3)oc2c1
  A: -19.5%[10.9 µM]	B: 1.7%	C: -19.7%	D: ?
> CCn1ncc(C2=NOC(C(=O)Nc3c(C)n(C)n(-c4ccccc4)c3=O)C2)c1C (stereo not drawn)
  A: -0.4%	B: 11.6%	C: -1.5%	D: 1.3%
> CCOc1ccccc1C(=O)N1CCC(n2nnc3cc(C)ccc32)CC1
  A: -1.0%	B: -16.1%	C: -10.0%	D: 0.0%
> Cc1ccc(CCN2CC(C(=O)NCCCN3CCOCC3)CC2=O)cc1 (stereo not drawn)
  A: 8.0%	B: 5.1%	C: 4.9%	D: 0.4%
> COc1ccc(Cl)cc1NC(=O)Cn1c2ncccc2c(=O)n1-c1ccc(C)c(C)c1
  A: -4.3%[10.9 µM]	B: -2.4%	C: -16.0%	D: 0.7%
> CCOc1nc(NC(=O)NS(=O)(=O)Oc2cccc(F)c2)nc(-c2ccccc2)n1
  A: -8.8%[10.9 µM]	B: -22.6%	C: -2.1%	D: -2.7%
> COc1ccc2nc(NC(=O)C3CCN(S(=O)(=O)c4cnc[nH]4)CC3)sc2c1
  A: 12.4%	B: 0.7%	C: -8.0%	D: -3.0%
> CCCC(C(=O)NC1CCCC1)N(CCCN1CCOCC1)C(=O)c1snc(C(N)=O)c1N (stereo not drawn)
  A: 25.9%	B: -8.7%	C: -1.3%	D: 0.3%
> CCn1c(=N)c(C(=O)NCc2ccccc2)cc2c(=O)n3cccc(C)c3nc21
  A: 16.1%[10.9 µM]	B: -10.7%	C: 16.7%	D: 6.1%
> CCN(C(=O)CCc1nc(-c2ccc(OC)cc2)no1)c1cc(OC)ccc1OC
  A: -19.8%	B: 2.3%	C: -21.8%	D: ?
> Cc1c(C(O)CN2CCN(Cc3ccc4c(c3)OCO4)CC2)c2ccccc2n1C (stereo not drawn)
  A: -23.3%	B: -8.9%	C: -6.8%	D: 2.8%
> COc1cc(-c2nc(S(=O)(=O)c3ccc(Cl)cc3)c(N3CCOCC3)o2)cc(OC)c1OC
  A: -15.0%	B: 7.9%	C: 0.1%	D: 0.3%
> CCC(=O)N1CCc2cc(S(=O)(=O)NC(C(=O)NCc3ccc(C)cc3)C(C)C)ccc21 (stereo not drawn)
  A: -1.6%	B: 0.6%	C: -6.8%	D: 1.3%
> O=C(CC1(O)C(=O)Nc2ccccc21)c1ccc2c(c1)OCO2 (stereo not drawn)
  A: 2.3%	B: -7.1%	C: 6.2%	D: 0.0%
> COc1cccc(Cn2c(=O)c(-c3cn(C)c4ccccc34)nc3cnc(OC)nc32)c1
  A: -4.7%	B: 8.8%	C: 1.7%	D: 0.4%[11.4 µM]
> CC(C)c1ccc(S(=O)(=O)N2CCC(N3CCN(Cc4ccccc4)C(=O)C3=O)CC2)cc1
  A: -4.9%[10.9 µM]	B: 7.8%	C: -8.5%	D: -0.4%
> Cc1ccc(OCC(=O)N(c2ccc(C)cc2)S(=O)(=O)c2ccc(Cl)cc2)cc1
  A: -6.1%[10.9 µM]	B: 3.8%	C: -13.2%	D: ?
> O=C(Cn1ccn(-c2ccc(F)cc2)c(=O)c1=O)Nc1ccccc1C(F)(F)F
  A: -11.9%[10.9 µM]	B: -3.2%	C: -19.1%	D: 0.7%
> CN(C)CCNC(=O)c1ccc(Cl)s1
  A: -21.2%	B: -0.6%	C: 1.2%	D: -1.4%

# Exported as tab-separated lines: 3 of the compounds above
smiles	Peg3 imprint	p53ts 32C kill	p53ts 39C kill	IkB signaling
CC(C)c1ccc(S(=O)(=O)N2CCC(N3CCN(Cc4ccccc4)C(=O)C3=O)CC2)cc1	-4.9%[10.9 µM]	7.8%	-8.5%	-0.4%
COc1cccc(Cn2c(=O)c(-c3cn(C)c4ccccc34)nc3cnc(OC)nc32)c1	-4.7%	8.8%	1.7%	0.4%[11.4 µM]
CCC(=O)N1CCc2cc(S(=O)(=O)NC(C(=O)NCc3ccc(C)cc3)C(C)C)ccc21 (stereo not drawn)	-1.6%	0.6%	-6.8%	1.3%

# Reformatted: results already given
smiles	Peg3 imprint	p53ts 32C kill	p53ts 39C kill	IkB signaling
COc1ccc(Cl)cc1NC(=O)Cn1c2ncccc2c(=O)n1-c1ccc(C)c(C)c1	-4.3%[10.9 µM]	-2.4%	-16.0%	0.7%
CCOc1nc(NC(=O)NS(=O)(=O)Oc2cccc(F)c2)nc(-c2ccccc2)n1	-8.8%[10.9 µM]	-22.6%	-2.1%	-2.7%
COc1ccc2nc(NC(=O)C3CCN(S(=O)(=O)c4cnc[nH]4)CC3)sc2c1	12.4%	0.7%	-8.0%	-3.0%
CCCC(C(=O)NC1CCCC1)N(CCCN1CCOCC1)C(=O)c1snc(C(N)=O)c1N (stereo not drawn)	25.9%	-8.7%	-1.3%	0.3%

# Other results follow.
# Keys: A = Peg3 imprint; B = p53ts 32C kill; C = p53ts 39C kill; D = IkB signaling
> COc1ccc(CCNC(=O)C2CCN(Cc3nc(-c4ccc(OC)c(OC)c4)oc3C)CC2)cc1OC
  A: -12.5%[10.9 µM]	B: 6.5%	C: -8.8%	D: -1.0%
> COc1ccc(N2Cc3cccc(C(=O)O)c3C2=O)cc1
  A: -34.4%[inhibitor]	B: 10.0%	C: 11.3%	D: 1.7%
> O=C(NCc1ccc(Cl)cc1)C1CCCN(S(=O)(=O)c2cnc[nH]2)C1 (stereo not drawn)
  A: -6.9%	B: -3.9%	C: -3.5%	D: 0.7%
> CCS(=O)(=O)c1ncc(Cl)c(C(=O)N2CCN(c3ccc(OC)cc3)CC2)n1
  A: -37.2%[inhibitor][10.9 µM]	B: ?	C: -95.7%	D: ?
> O=C(O)c1ccc2nc(-c3cc4cc(Cl)ccc4oc3=O)[nH]c2c1
  A: -14.9%[10.9 µM]	B: -12.8%	C: -22.4%	D: ?
> CC(C)(C)N=C1NC(=NC(C)(C)C)c2ccccc21
  A: -17.0%	B: -12.7%	C: -10.4%	D: 3.0%
> Cc1c(Cl)cccc1NC(=O)Cn1nnc2sc3c(c2c1=O)CCCC3
  A: 13.7%[10.9 µM]	B: -2.4%	C: 10.4%	D: 6.2%
> Cc1ccc(-c2nnn(CC(=O)N(CC3CCCO3)C(C(=O)NCC3CCCO3)c3ccc(F)cc3)n2)o1 (stereo not drawn)
  A: ·	B: -8.6%	C: -13.2%	D: ·
> CCOC(=O)N1CCN(C(=O)C2CCN(C(=O)c3cc4sccc4n3CC)CC2)CC1
  A: -7.7%	B: 4.6%	C: 4.4%	D: -0.5%
> COc1cc2c(=O)c(C(=O)c3ccc(C)c(C)c3)cn(Cc3ccc(F)cc3)c2cc1OC
  A: -9.6%[10.9 µM]	B: 3.5%	C: -6.6%	D: ?
> COC(=O)C1CC(c2c(OC)cc(OC)cc2OC)=NO1 (stereo not drawn)
  A: ·	B: -7.1%	C: 3.1%	D: ·
> Cc1ccc(CNC(=O)Cn2c(=O)ccc3cc(S(=O)(=O)N4CCC(C)CC4)ccc32)cc1
  A: ?	B: 10.0%	C: ?	D: ?
> Cc1ccc(CNC(=O)CSc2nc3ccccc3nc2Cc2ccc(C)cc2)cc1
  A: -5.0%[10.9 µM]	B: 7.6%	C: -11.0%	D: -1.3%
> Oc1ccc(-c2nc(=S)[nH][nH]2)cc1
  A: ·	B: -8.0%	C: 27.2%	D: ·
> O=C(NCCSc1c(-c2ccc(Br)cc2)[nH]c2ccccc12)c1ccc(S(=O)(=O)N2CCOCC2)cc1
  A: -19.3%[10.9 µM]	B: 17.7%	C: -2.7%	D: 5.9%
> COc1ccc(S(=O)(=O)Nc2ccccc2C(=O)O)cc1
  A: ·	B: 3.1%	C: -0.7%	D: ·
> Cc1ccc(OCc2nc(-c3ccccc3)no2)c(C)c1
  A: -20.8%	B: -16.0%	C: -3.1%	D: 3.3%
> COc1ccc(Nc2oc(COc3ccccc3F)nc2C#N)cc1
  A: -14.7%	B: ?	C: 28.4%	D: 15.7%
> CCOC(=O)c1cc2occc2n1CC(=O)N1CCN(C(=O)c2ccco2)CC1
  A: -19.8%	B: 0.3%	C: -5.5%	D: 2.8%
> COC(=O)[C@@H]1O[C@@H](c2c(OC)c(OC)c(C)c(OC)c2OC)[C@H](C)[C@@H](O)[C@@H]1C
  A: ·	B: 4.0%[9.22 µM]	C: 1.5%[9.22 µM]	D: ·
> COc1ccc2c(c1)CC(C(=O)NCCCN1CCN(c3cccc(Cl)c3)CC1)CO2 (stereo not drawn)
  A: -15.4%[10.9 µM]	B: -11.9%	C: -14.8%	D: 1.9%
> COC(=O)/C=c1/sc2nc3ccccc3n2c1=O
  A: -80.0%[inhibitor]	B: -28.3%	C: -3.8%	D: 4.6%
> COC(=O)CS(=O)(=O)c1nc2ccccc2nc1N1CCCCC1
  A: -9.0%[10.9 µM]	B: ?	C: -94.8%	D: ?
> CC(C)COc1ccc(C(=O)Nc2onc3c2CCCC3)cc1
  A: -26.7%[10.9 µM]	B: ?	C: 15.8µM*	D: -2.0%
> Cc1ccc2oc(=O)n(CCNC(=O)Nc3ccccc3Cl)c2c1
  A: ?	B: 13.4%	C: 2.9%	D: 0.3%
> CCC(Sc1nc2ccccc2s1)C(=O)Nc1nnc(C)s1 (stereo not drawn)
  A: -9.3%	B: -1.5%	C: 5.1%	D: ?
> O=C(c1cc2nc(-c3ccco3)cc(C(F)(F)F)n2n1)N1CCc2ccccc2C1
  A: -6.4%	B: 7.9%	C: 8.0%	D: 1.5%
> Cc1cc(=O)oc2cc(OCC(=O)N/N=C/c3ccccc3[N+](=O)[O-])ccc12
  A: ·	B: -17.1%	C: -18.6%	D: ·
> CC(/C=C/C=C(C)/C=C/C(=O)O)=C\C=C\C=C(C)\C=C\C=C(C)\C=C\C(=O)O
  A: -39.1%[inhibitor]	B: 5.0%[1.84 µM]	C: 7.7%	D: 14.3%
> Clc1ccccc1N1CCN(Cc2nnc(-c3ccccc3)o2)CC1
  A: -4.9%[10.9 µM]	B: 0.4%	C: -5.8%	D: 0.0%
> CCOC(=O)c1nn(-c2ccc(C)cc2)c(=O)c2c(N)scc12
  A: ·	B: 12.4%	C: -0.5%	D: ·
> CC(C)=NNC(=O)CN1C(=O)NC2NC(=O)NC21 (stereo not drawn)
  A: ·	B: -17.5%	C: 2.9%	D: ·
> Cc1ccccc1C(=O)Nc1sc2c(c1C(=O)N1CCCCC1)CCC(C(C)(C)C)C2 (stereo not drawn)
  A: -26.1%[10.9 µM]	B: 3.5%	C: 7.4%	D: ?
